BoNT A protease: BoNT A light chain protease inhibition. multiplex microsphere protease substrate cleavage, flow cytometry. inhibition, % at 10 µM. actives 0.17% (n = 360,000). AID 588499; further: plate controls were buffer without enzyme for full effect and enzyme alone for no effect
Anthrax LF inh2: anthrax lethal factor protease inhibition; multiplex microsphere protease cleavage assay, LF; inhibition, % at 10 µM; actives 0.12% (n = 360,000); further: plate controls were buffer without enzyme for full effect and enzyme alone for no effect
Target sequence (P15917 whole entry, looked up): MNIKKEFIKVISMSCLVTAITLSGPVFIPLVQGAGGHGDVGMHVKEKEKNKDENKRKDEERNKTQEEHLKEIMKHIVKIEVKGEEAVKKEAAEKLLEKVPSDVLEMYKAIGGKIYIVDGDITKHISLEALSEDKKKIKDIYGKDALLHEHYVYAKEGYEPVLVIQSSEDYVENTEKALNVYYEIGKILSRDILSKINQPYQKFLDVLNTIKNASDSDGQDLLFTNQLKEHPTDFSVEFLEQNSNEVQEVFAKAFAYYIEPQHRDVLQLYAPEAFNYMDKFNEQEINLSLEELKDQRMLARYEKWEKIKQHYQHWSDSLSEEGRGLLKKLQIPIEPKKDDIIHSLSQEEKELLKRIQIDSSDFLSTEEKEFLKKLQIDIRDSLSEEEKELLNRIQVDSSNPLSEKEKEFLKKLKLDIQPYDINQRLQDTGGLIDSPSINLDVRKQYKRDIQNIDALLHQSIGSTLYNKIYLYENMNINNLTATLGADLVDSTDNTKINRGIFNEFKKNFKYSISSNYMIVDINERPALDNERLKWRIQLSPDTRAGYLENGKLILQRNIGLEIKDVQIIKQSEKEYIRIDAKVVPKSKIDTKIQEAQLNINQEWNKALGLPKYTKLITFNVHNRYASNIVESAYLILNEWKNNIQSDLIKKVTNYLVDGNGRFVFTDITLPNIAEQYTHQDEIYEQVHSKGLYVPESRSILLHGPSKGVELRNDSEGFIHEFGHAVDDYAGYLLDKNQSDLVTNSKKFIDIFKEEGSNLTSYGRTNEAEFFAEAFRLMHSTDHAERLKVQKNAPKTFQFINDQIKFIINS
Vc quorum ag: induces V. cholerae light production without autoinducers; V. cholerae BH1578 lux reporter, luminescence, 6 h; activation, % at 18.7 µM; actives 0.16% (n = 350,000); AID 588436; in the data active means activation mostly above about 9.7%, no sharp cut-off; inconclusive means no clear call, values can overlap the other calls; inactive means mostly below about 3.7%; further: not every result past the cut was called active; inactives centre near 0; reference of the scale not given here
VHR inh abs: inhibitors of human VHR1 phosphatase (DUSP3). P51452. recombinant VHR phosphatase, pNPP absorbance. inhibition, % at 13.3 µM. actives 0.52% (n = 290,000); in the data active means inhibition above about 50%; further: some compounds called inactive have numbers as strong as hits
Target sequence (P51452 whole entry, looked up): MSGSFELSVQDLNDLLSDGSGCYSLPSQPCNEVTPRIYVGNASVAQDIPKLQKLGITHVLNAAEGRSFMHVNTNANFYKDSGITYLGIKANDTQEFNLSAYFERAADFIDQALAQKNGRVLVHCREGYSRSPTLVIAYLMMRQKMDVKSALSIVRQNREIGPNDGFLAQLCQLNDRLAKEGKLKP
CCHFV vOTU inh: blocks the CCHF virus ovarian tumor domain protease; CCHFV vOTU protease, Pep-AMC fluorescence; inhibition, % at 11.5 µM; actives 0.55% (n = 370,000); AID 651958; in the data active means inhibition above about 30%; further: 0% = vehicle wells with enzyme and 100% = no enzyme wells
Yp Topo-I inh: Y. pestis Topo-I inhibition via cleavage products | Y. pestis Topo-I cleavage product accumulation, plate reader | activity, % at 10 µM | actives 0.064% (n = 360,000); in the data active means activity above about 50%, passing the limit was not always enough; inconclusive means no clear call, values can overlap the other calls; further: inactives centre near 2
PriA SSB inh: K. pneumoniae PriA-SSBct interaction inhibition; inhibition, % at 33 µM; AlphaScreen SSBct-PriA binding, biotinylated peptide; actives 0.6% (n = 430,000); in the data active means inhibition mostly above about 37%, no sharp cut-off; inactive means mostly below about 20%;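 further: plate controls were negative control peptide for no effect and reference peptide for full effect; strong numbers were not always called active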
PfHsp40 yeast: restores yeast growth despite PfHsp40 toxicity | S. cerevisiae expressing PfHsp40, growth rescue, ATP luminescence | growth rescue, % at 12.5 µM | actives 0.68% (n = 340,000); in the data active means growth rescue above about 28%, passing the limit was not always enough; inconclusive means no clear call, values can overlap the other calls;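 further: yeast W303a lacking pdr1 and pdr3 grown in galactose medium; growth measured after three days at 30 °C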
3CLpro inhibitor: SARS-CoV 3CLpro protease inhibition; recombinant SARS-CoV 3CLpro, quenched FRET peptide cleavage; P0C6X7; inhibition, % at 6 µM; actives 0.14% (n = 290,000); in the data active means inhibition above about 12%
TcdB inh: TcdB glycohydrolase inhibition; P18177; TcdB glycohydrolase enzymatic assay, plate reader; inhibition, % at 9.99 µM; actives 0.24% (n = 350,000); AID 652162; in the data active means inhibition above about 10%
Active calls of the source: *; i = inactive; ? = inconclusive; . = not tested or not shown. Unless noted, no stated cut-off is given here; in the data, active means inhibition above about 30%; inconclusive means no clear call, values can overlap the other calls; inactive means below that. These rows are one share of the data (hit frequency here may not be typical).

#	SMILES	BoNT A protease	Anthrax LF inh2	Vc quorum ag	VHR inh abs	CCHFV vOTU inh	Yp Topo-I inh	PriA SSB inh	PfHsp40 yeast	3CLpro inhibitor	TcdB inh
1	COc1ccc(-c2cc3nc(C)c(C)c(N4CCN(C(=O)c5ccoc5)CC4)n3n2)cc1	0.0	-5	-0.1	.	2	33	.	.	.	0.5
2	CC(C)(CC(=O)O)CC(=O)N1CCCN(c2nccc(C(F)(F)F)n2)CC1	-0.6	1	i	20	19	-2	-20	-0.2	2	1.9
3	Nc1c(-c2ccc(Cl)cc2)cnn1C1CCS(=O)(=O)C1 (configuration not stated)	0.7	1	-0.8	7	-10	-10	-9	0.2	-2	.
4	Cc1cccc(NC(=O)c2ccc(N3C(=O)C4CCCCC4C3=O)cc2)c1C (configuration not stated)	-0.9	-1	0.9	16	-2	2	0	?	-5	-0.2
5	Cc1ccc(OCC(=O)N/N=C/C=C/c2ccco2)cc1	1.1	3	i	21	13	-2	.	-1.6	1	.
6	NC(=O)C1Cc2ccccc2CN1S(=O)(=O)c1cccs1 (configuration not stated)	-1.3	-14	i	24	2	-3	-9	-1.2	-4	2.0
7	O=C(Cn1nc(C(=O)O)c2ccccc2c1=O)Nc1cc(S(=O)(=O)N2CCCCC2)ccc1Cl	-0.7	-3	i	.	-1	-1	-2	-1.9	.	0.1
8	COc1ccc(S(=O)(=O)NCC(=O)Nc2cccc(C)c2C)cc1OC	-1.0	-5	-0.3	17	-2	-4	-3	0.8	-2	-2.0

Some entries already given, showing only TcdB inh, VHR inh abs and Vc quorum ag.
nr	canonical_smiles	TcdB inh	VHR inh abs	Vc quorum ag
6	NC(=O)C1Cc2ccccc2CN1S(=O)(=O)c1cccs1 (configuration not stated)	2.0	24	i
7	O=C(Cn1nc(C(=O)O)c2ccccc2c1=O)Nc1cc(S(=O)(=O)N2CCCCC2)ccc1Cl	0.1	.	i
8	COc1ccc(S(=O)(=O)NCC(=O)Nc2cccc(C)c2C)cc1OC	-2.0	17	-0.3

Quoted from the listing:
entry 6 in PriA SSB inh is entered as -9
entry 3 in Vc quorum ag is entered as -0.8
entry 8 in PfHsp40 yeast is entered as 0.8
entry 5 in Yp Topo-I inh is entered as -2
entry 1 in Yp Topo-I inh is entered as 33

Next section
#	SMILES	BoNT A protease	Anthrax LF inh2	Vc quorum ag	VHR inh abs	CCHFV vOTU inh	Yp Topo-I inh	PriA SSB inh	PfHsp40 yeast	3CLpro inhibitor	TcdB inh
9	O=C(CSc1nnc(Cc2cccs2)n1Cc1ccco1)Nc1ccc(Br)cc1	-0.7	8	0.0	-8	6	-8	-3	0.8	2	.
10	CCOc1ccc(Cc2nnc(SCC(=O)Nc3ccc(C(C)=O)cc3)[nH]c2=O)cc1	0.4	0	i	.	4	18	2	0.6	.	1.5
11	C=C(C)Cn1c(C)cc(C)c(S(=O)(=O)c2cccc(C)c2)c1=O	-1.0	-1	-5.5	11	10	-9	-76	1.9	1	1.2
12	Cc1ccc2sc(NNC(=O)c3cc(-c4cccs4)nc4ccccc34)nc2c1C	.	.	.	-7	-7	.	.	.	4	0.8
13	NS(=O)(=O)c1ccc(NC(=O)CSc2n[nH]c(=O)n2C2CC2)cc1	-0.7	2	i	.	7	-8	-6	-1.6	.	-3.5
14	COC(=O)C1CCN(C(=O)COC(=O)c2cc(S(=O)(=O)N3CCOCC3)ccc2C)CC1	-1.5	0	i	.	-12	-1	0	2.0	.	0.9
15	Cc1cc(C)cc(OCCCCn2cncn2)c1	-1.6	-11	i	-19	-3	5	4	-1.4	-3	0.6
16	CCCN1c2cccc3cccc(c23)S1(=O)=O	0.3	4	i	18	-7	5	-71	0.1	-3	.

Structural class: the compounds so far with an aryl methoxy group (two)
#	SMILES	BoNT A protease	Anthrax LF inh2	Vc quorum ag	VHR inh abs	CCHFV vOTU inh	Yp Topo-I inh	PriA SSB inh	PfHsp40 yeast	3CLpro inhibitor	TcdB inh
1	COc1ccc(-c2cc3nc(C)c(C)c(N4CCN(C(=O)c5ccoc5)CC4)n3n2)cc1	0.0	-5	-0.1	.	2	33	.	.	.	0.5
8	COc1ccc(S(=O)(=O)NCC(=O)Nc2cccc(C)c2C)cc1OC	-1.0	-5	-0.3	17	-2	-4	-3	0.8	-2	-2.0

Continuation.
#	SMILES	BoNT A protease	Anthrax LF inh2	Vc quorum ag	VHR inh abs	CCHFV vOTU inh	Yp Topo-I inh	PriA SSB inh	PfHsp40 yeast	3CLpro inhibitor	TcdB inh
17	O=C(NN1CCCCC1)NN1CCCCC1	0.2	2	.	.	-1	.	.	.	.	0.5
18	COc1ccc(OCC(=O)NCCNC(=O)c2ccccn2)cc1	-1.1	-2	-0.3	25	9	-8	7	-0.4	1	1.0
19	O=C(/C=C/c1ccc([N+](=O)[O-])cc1)NCc1ccccn1	0.0	1	i	4	-1	-1	-12	0.4	3	.
20	Cc1cccc(-n2[nH]c(C)c(C=Nc3ccc4[nH]c(=O)[nH]c4c3)c2=O)c1	-1.1	-2	-0.6	38	-2	3	-8	-1.0	3	0.1
21	Cc1ccc(S(=O)(=O)NC(=O)c2cccn2C)cc1	0.4	0	-0.5	0	-2	2	-1	-1.1	2	.
22	COc1cc(CCC(=O)Nc2ccc(Cl)c(C(F)(F)F)c2)cc(OC)c1OC	-0.4	1	-0.4	1	-1	9	-25	0.3	5	0.3
23	CCOC(=O)COc1c(-c2ccc(OC)cc2)oc2ccccc2c1=O	0.1	-2	4.5	18	-27	34	-30	-0.3	3	.
24	COC(=O)C1=C(CSc2nnnn2C)NC(=O)NC1c1cc(C)ccc1C (configuration not stated)	0.6	-3	i	12	3	-2	-4	0.7	0	.

The results go on.
#	SMILES	BoNT A protease	Anthrax LF inh2	Vc quorum ag	VHR inh abs	CCHFV vOTU inh	Yp Topo-I inh	PriA SSB inh	PfHsp40 yeast	3CLpro inhibitor	TcdB inh
25	O=C(O)COc1ccc(Nc2ccccc2)cc1	-0.9	0	-0.5	9	17	-1	2	-1.1	-1	5.9
26	CCN(CC)CCNc1ccc(Cl)cc1[N+](=O)[O-]	2.4	-1	5.0	.	6	2	-14	0.4	-2	.
27	COc1ccc(OC)c(/C=N/NC(=O)CCc2c(C)n[nH]c2C)c1	6.1	12	-1.1	9	-94	-2	i	0.1	6	1.5
28	Cc1ccc(C)c(S(=O)(=O)N/N=C/c2ccc(C(=O)O)cc2)c1	1.5	-4	-0.3	4	-5	5	.	-0.8	-2	.
29	CCOc1ccc(NC(=O)C(=O)N/N=C/c2ccccc2F)cc1	1.0	-6	i	16	4	-11	.	-1.5	1	-0.4
30	CN(CC(=O)Nc1cccc(F)c1)C(=O)c1ccc2c(c1)NC(=O)CS2	1.2	4	-0.4	.	-5	1	-4	-1.8	.	2.6
31	S=c1[nH]nc(Cn2nnc3ccccc32)n1-c1ccc(Cl)cc1	0.4	2	i	6	-6	6	-14	1.7	0	-0.4
32	O=C(COc1ccccc1)Nc1sc2c(c1C(=O)NCc1cccnc1)CCCC2	-0.8	1	0.1	24	1	15	-6	-1.2	-1	.

(list continues)
#	SMILES	BoNT A protease	Anthrax LF inh2	Vc quorum ag	VHR inh abs	CCHFV vOTU inh	Yp Topo-I inh	PriA SSB inh	PfHsp40 yeast	3CLpro inhibitor	TcdB inh
33	Cc1ccc2nc(C(C)(C)C)c(Cc3cccc(Cl)c3)n2c1	0.6	4	.	.	-1	.	.	.	.	0.9
34	COc1cccc2c(=O)n(CC(=O)Nc3ccc(F)cc3F)ccc12	-1.5	-13	-0.2	7	5	7	-15	0.4	-1	0.4
35	Cc1ccc(C)c(S(=O)(=O)N2CCN(C(=O)[C@H](Cc3ccccc3)NC(=O)c3ccco3)CC2)c1	-1.0	-11	-3.8	.	-4	11	-5	-0.8	.	1.0
36	N#CCO/N=C/C(=O)Nc1ccc(F)cc1F	0.1	1	-0.3	2	10	-4	.	0.7	2	0.5
37	CC(=O)OC1(Cc2ccccc2)CN2CCC1c1ccccc12 (configuration not stated)	0.1	-2	2.1	4	25	3	-13	-0.4	0	.
38	O=C(Nc1ccc(-c2nc3cccnc3s2)cc1)c1cccnc1Cl	-0.1	-2	-2.4	-7	11	-3	0	1.9	-1	1.6
39	Cc1cc(C)cc(NC(=S)NC2CC3CCCC(C2)N3CC(C)C)c1 (configuration not stated)	-1.1	2	-0.6	-1	-2	10	-4	-0.5	-4	0.3
40	COc1cc(OC)c(OC)cc1/C=N/NC(=O)c1cc(-c2cccn2C)n[nH]1	-0.8	-1	-0.4	6	8	-7	.	-0.9	-6	.

(further entries)
#	SMILES	BoNT A protease	Anthrax LF inh2	Vc quorum ag	VHR inh abs	CCHFV vOTU inh	Yp Topo-I inh	PriA SSB inh	PfHsp40 yeast	3CLpro inhibitor	TcdB inh
41	CC1(NC(=O)CC(c2ccccc2)(c2ccccc2)c2ccccc2)CCN(CCCc2ccccc2)C1=O (configuration not stated)	-0.1	-4	-0.4	.	8	19	1	1.4	.	-0.3
42	COCCCN1CN(Cc2ccco2)CNC1=S	0.1	-13	-1.1	25	-7	-3	0	.	-2	-0.2
43	CCOC(=O)c1c(C)[nH]c(C(=O)COC(=O)c2ccco2)c1C	-0.4	0	i	.	1	-6	-14	0.4	.	-6.3
44	CCC(C)(C)NC(=O)C(c1ccccc1F)N(Cc1ccco1)C(=O)c1csnn1 (configuration not stated)	-0.5	-12	-0.2	19	0	10	7	-0.5	6	.
45	Cc1ccc(C)c(SCC(=O)OCC(=O)Nc2ccc(S(=O)(=O)N3CCOCC3)cc2)c1	1.2	-3	i	10	-8	21	-6	-0.3	5	.
46	CN(CC(=O)Nc1ccccc1Br)C(=O)CN(C)C1CCCCC1	0.2	-3	i	.	4	-5	-6	1.4	.	0.8
47	N#Cc1c(N)oc(-c2ccccc2)c1-c1ccccc1	-3.2	-3	i	15	8	2	-6	0.8	-1	.
48	Nc1nnc(CCS(=O)(=O)c2ccc(Br)cc2)s1	-0.2	-5	-0.9	-3	-7	0	-7	0.9	-2	-1.0

Going on with the list:
#	SMILES	BoNT A protease	Anthrax LF inh2	Vc quorum ag	VHR inh abs	CCHFV vOTU inh	Yp Topo-I inh	PriA SSB inh	PfHsp40 yeast	3CLpro inhibitor	TcdB inh
49	Cc1c(NC(=O)c2c(O)c3ccccc3n(C)c2=O)c(=O)n(-c2ccccc2)n1C	0.3	-3	i	13	3	-3	-4	0.2	0	1.1
50	CCOc1ccc(NC(=O)NNC(=O)c2cc3ccccc3cc2O)cc1	-4.0	-1	-0.2	32	-7	8	33	0.1	0	1.3
51	Cc1oc(-c2ccccc2)cc1C(=O)Nc1ccc2ccccc2c1	-0.8	-1	1.3	10	10	14	-15	-0.4	0	.
52	c1ccc2c(c1)nc(N1CCCCCC1)c1nncn12	-0.2	-1	i	.	2	25	.	.	.	1.5
53	O=C(Nc1ccnn1C1CCN(C(=O)c2cccc(Cl)c2)CC1)C1CC1	1.9	0	0.2	-15	1	-8	7	-0.7	2	1.9
54	O=C1CCCN1c1ccc(S(=O)(=O)NCCOc2ccccc2)cc1	0.9	0	i	42	5	-13	-10	-1.1	0	.
55	Cc1cc(OCC(=O)NNC(=O)c2cccc(F)c2)ccc1Cl	-1.1	-6	i	.	4	14	-2	-0.4	.	-1.4
56	Cc1cc(C)c(-c2c(O)c3cnn(-c4ccccc4)c3[nH]c2=O)c(C)c1	-1.1	-1	-0.4	36	-1	-4	13	-1.5	-1	-7.5
57	COc1cc(NC(=O)CNc2ccc(Cl)c(S(=O)(=O)N3CCOCC3)c2)cc(OC)c1	1.7	-5	i	.	0	-1	3	1.0	.	4.8

Screening results (PubChem BioAssay)
